EBV gp42 block – blocks Epstein-Barr virus glycoprotein 42 binding; 0.42% of 220,000 active; inhibition, % (tested at 21.74 µM); Fluorescence polarization binding assay, mP read-out; in the data active = inhibition above about 50%
Target sequence (Q1HVG2 whole entry, looked up): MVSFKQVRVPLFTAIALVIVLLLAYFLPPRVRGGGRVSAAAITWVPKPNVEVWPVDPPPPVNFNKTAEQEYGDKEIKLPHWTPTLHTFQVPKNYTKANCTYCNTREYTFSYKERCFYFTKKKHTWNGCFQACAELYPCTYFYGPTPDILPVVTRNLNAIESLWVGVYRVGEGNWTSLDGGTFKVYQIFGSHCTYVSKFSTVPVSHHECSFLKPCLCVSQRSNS
TRPML3 agonist – activates the human TRPML3 channel | Q8TDD5 | activation, % at 3 µM | HEK293 TRPML3-YFP, Fluo-8 calcium fluorescence; 100% = the carbachol control signal | 0.29% of 220,000 active | AID 1448;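 active = activation above its plate's cutoff, the mean activation of the plate's test wells plus 3 SD, cut at about 12% in these data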;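 note: 0% = DMSO only wells and 100% = carbachol wells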
Target sequence (Q8TDD5 whole entry, looked up): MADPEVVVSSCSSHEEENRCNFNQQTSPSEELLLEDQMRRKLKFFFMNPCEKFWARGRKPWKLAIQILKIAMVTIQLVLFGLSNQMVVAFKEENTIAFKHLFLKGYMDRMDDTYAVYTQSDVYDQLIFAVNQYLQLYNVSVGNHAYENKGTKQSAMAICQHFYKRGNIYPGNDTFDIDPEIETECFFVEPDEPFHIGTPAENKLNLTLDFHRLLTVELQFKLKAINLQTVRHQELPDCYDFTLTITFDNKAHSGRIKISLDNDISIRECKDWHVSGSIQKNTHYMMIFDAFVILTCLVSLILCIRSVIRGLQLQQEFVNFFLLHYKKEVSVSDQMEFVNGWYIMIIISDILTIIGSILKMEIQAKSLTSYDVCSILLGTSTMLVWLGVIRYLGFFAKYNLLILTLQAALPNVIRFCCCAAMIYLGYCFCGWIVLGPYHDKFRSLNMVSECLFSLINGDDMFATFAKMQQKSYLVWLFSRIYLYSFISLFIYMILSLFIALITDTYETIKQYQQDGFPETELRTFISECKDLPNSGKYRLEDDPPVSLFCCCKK
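Material: TRPML3-YFP stable HEK293 cells | Dosing: One concentration, 3 µM nominal, 0.3% DMSO | Timing: 125 s total fluorescence read per well | Technique: Fluo-8 calcium dye fluorescence, ex 470-495, em 515-575 nm | Measure: Percent activation from peak-to-basal fluorescence ratio, scaled between DMSO and carbachol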
PPC-1+TRAIL kill – kills PPC-1 cancer cells in the presence of TRAIL | AID 1443 | cell killing (% activity), % at 4 µM | 0.41% of 220,000 active | PPC-1 cells + TRAIL, ATPLite viability luminescence;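 active = cell killing above 50% in the first pass at 4 µM, then a duplicate retest at 5 µM averaging 50% or more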;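 note: plate controls were cells with TRAIL plus DMSO for no effect and medium-only wells lacking cells for full effect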
CHOP inhibitor – blocks CHOP induction under ER stress; CHO-K1 CHOP-promoter luciferase, tunicamycin-induced, 15-18 h; inhibition, % at 10 µM; 3.8% of 220,000 active;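 active = compounds that reduced the stress-induced luciferase reporter signal by more than about 70% of percent inhibition, limit read from the data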;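 note: 0% = tunicamycin plus vehicle and 100% = wells without tunicamycin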
p47phox inh – inhibitors of human p47phox binding; P14598; p47phox/p22phox peptide binding, fluorescence polarization, 2 h; inhibition, % at 24.7 µM; 0.53% of 220,000 active; AID 1274;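 active = inhibition above about 30%, limit read from the data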;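 note: 0% = p47phox with labelled peptide and 100% = labelled peptide alone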
TNF death inh – inhibitors of TNF-alpha induced necroptosis in Jurkat FADD-/- cells; activation (protection from cell death), % at 10 µM; AID 463075; Jurkat FADD-/- TNF necroptosis rescue, ATP luminescence, 24 h; 0 = TNF only, 100 = no-TNF cells; 0.068% of 220,000 active;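 active = activation, meaning protection from cell death, of at least 50% relative to plate controls; inactive = activation below 50%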;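 note: necroptosis triggered by 40 ng/mL TNF-alpha added together with compound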
Runt-SMMHC FRET – blocks binding of human RUNX1 Runt domain to CBFb-SMMHC. Q01196+Q13951. Cerulean-Runt/Venus-CBFb-SMMHC FRET ratio 530/480, 1 h. inhibition, % at 20 µM. 0.74% of 220,000 active. AID 1434;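 active = mean inhibition across duplicate retests at 20 µM reaching about 50%, limit read from the data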;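 note: 0% = DMSO wells and 100% = wells with excess untagged CBFb-SMMHC; inhibitors lower the FRET ratio by blocking Runt binding to CBFb-SMMHC; some results filed as inactive read as strong as hits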
MDM2 E3 inh – Mdm2 E3 ligase (human) inhibition | Q00987 | cell-based MDM2 ubiquitination luciferase reporter, 2 h; 0 = plate control, 100 = twice control, blank-subtracted | signal enhancement, % at 5 µM | 0.11% of 210,000 active | AID 1230;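 active = signal enhancement of 30% or more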;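 note: luminescence tracks abundance of the self-degrading MDM2-luciferase fusion protein; higher signal means inhibition of MDM2 E3 ligase activity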
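Material: Stable MDM2–luciferase fusion reporter cells | Amount: 2000 cells seeded into each well | Dosing: One concentration, 5 µM, with 0.2% DMSO | Incubation: 4 h cell settling then 2 h compound exposure, 37 °C | Measured by: Luciferase luminescence | Read-out basis: % enhancement relative to plate controls after blank subtraction | Benchmarks: Control and blank well means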
TRPN1 ag – zebrafish TRPN1 (NompC) channel agonism; HEK293 zebrafish TRPN1-YFP, Fluo-8 calcium fluorescence; 100% = response to 87 µM carbachol; activation, % at 3 µM; 0.18% of 220,000 active; AID 1424;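 active = activation above its plate's cutoff, the mean activation of test wells on that plate plus 3 SD, cut at about 19% in these data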;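 note: 0% = DMSO alone and 100% = 87 µM carbachol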
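Material – zebrafish TRPN1-YFP in HEK293 cells · Doses – 3 µM single point · Schedule – dye 1 h 37 °C plus 30 min RT · Signal – Fluo-8 calcium fluorescence, excitation 470-495 nm, emission 515-575 nm · Read-out – % activation versus carbachol response · Control set – carbachol high, DMSO low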
Numbers without * were called inactive; / = not tested or not shown; [ ] = dose if it differs, or a comment.

Below each compound – EBV gp42 block	TRPML3 agonist	PPC-1+TRAIL kill	CHOP inhibitor	p47phox inh	TNF death inh	Runt-SMMHC FRET	MDM2 E3 inh	TRPN1 ag
[1] CC(=O)Nc1ccc(OCC(O)CN2CCCCC2C)cc1 (configuration not stated)
    -10	0.6	-3	34	-4	2.6	3	2	1.0
[2] CC(=O)NC(CC(=O)Nc1nc(C)cs1)c1ccccc1 (configuration not stated)
    -13	-0.2	-6	0	-2	-0.1	-3	-5	2.1
[3] Cc1onc(-c2c(F)cccc2Cl)c1C(=O)NCCO
    -9	-0.1	8	-4	1	-0.1	0	-3	-0.1
[4] CCn1c(=O)c2cc(C(=O)NCc3cccs3)sc2c2ccccc21
    -9	0.9	-22	-5	-5	0.4	-5	7	1.2
[5] CC(C)NCC(=O)C12CC3CC(CC(C3)C1)C2
    -19	0.6	10	1	-6	0.5	-2	-8	-0.8
[6] COc1cc([N+](=O)[O-])cc(/C=N/N(CCC#N)C(C)=O)c1O
    -10	-0.3	22	15	-18	0.1	-4	-10	1.7
[7] Cc1ccc(OCc2nnc(NC(=O)Cc3cccs3)s2)cc1
    -11	0.5	29	65	-31	0.3	0	-4	-1.9
[8] COc1ccc(C2c3[nH]c4ccccc4c3CCN2CCCn2cccn2)c(F)c1 (configuration not stated)
    -3	0.3	20	1	-8	4.1	8	-18	-1.7
[9] CCCCSc1nc(O)cc(=O)n1CC
    -10	1.1	14	-1	-6	0.2	4	13	0.3
[10] C=CCNc1oc(-c2cccc3ccccc23)nc1C#N
    -5	0.0	18	63	-13	-0.1	2	-2	-1.3
[11] COc1ccccc1N1CCN(C(=O)c2n[nH]c3ccccc23)CC1
    2	0.8	22	16	-6	-0.3	3	-16	3.8
[12] O=C1c2ccccc2C(=O)N1CC#CCN1CCN(C(c2ccccc2)c2ccccc2)CC1
    -6	0.8	19	56	-10	0.3	-2	-7	-1.6
[13] S=C(NCCc1ccccc1)NN=C1CCCCCC1
    3	0.1	16	7	-3	-0.1	1	-10	-0.1
[14] O=c1c2[nH]c3ccccc3c2ncn1CCN1CCOCC1
    -14	-0.2	-3	1	10	-1.6	-4	-16	0.8
[15] COc1cc2c(cc1OC)C1=C(C#N)CN(C3CCCCC3)CN1CC2
    -5	0.7	4	32	-24	-1.5	6	-7	1.9
[16] CC(C)(/C=N/O)N(O)C=C1C=CC(=O)C=C1
    -12	-0.3	11	4	-3	-0.1	-7	-5	-0.7
[17] O=C(NNc1ccc(Cl)cc1)c1cccs1
    -14	1.0	-16	-4	-6	0.8	0	-10	0.6
[18] CCCOc1ccc(-c2nn(-c3ccccc3)cc2/C=C2\SC(N)=NC2=O)cc1
    -24	0.5	0	-19	-74	0.7	21	-2	-0.3
[19] O=C(NCCC1=CCCCC1)C(=O)NCc1ccncc1
    -4	0.4	2	13	0	1.5	0	-10	-0.2
[20] COCCN1C=C2C(=O)C(C)(OC(=O)C3CCCC3)C(=O)C(c3ccccc3)=C2C=C1CCCC(=O)OC (configuration not stated)
    13	/	15	-21	16	0.6	-16	12	/

3 entries out of the list, arranged by formula weight, smallest number first.
Below each compound – EBV gp42 block	TRPML3 agonist	PPC-1+TRAIL kill	CHOP inhibitor	p47phox inh	TNF death inh	Runt-SMMHC FRET	MDM2 E3 inh	TRPN1 ag
[13] S=C(NCCc1ccccc1)NN=C1CCCCCC1
    3	0.1	16	7	-3	-0.1	1	-10	-0.1
[14] O=c1c2[nH]c3ccccc3c2ncn1CCN1CCOCC1
    -14	-0.2	-3	1	10	-1.6	-4	-16	0.8
[4] CCn1c(=O)c2cc(C(=O)NCc3cccs3)sc2c2ccccc21
    -9	0.9	-22	-5	-5	0.4	-5	7	1.2

(further entries)
Below each compound – EBV gp42 block	TRPML3 agonist	PPC-1+TRAIL kill	CHOP inhibitor	p47phox inh	TNF death inh	Runt-SMMHC FRET	MDM2 E3 inh	TRPN1 ag
[21] S=C(c1nc2ccccc2[nH]1)N1CCOCC1
    -5	0.6	40	17	-11	-0.4	37	/	0.5
[22] NC(=O)c1cc(C(=O)c2ccc(Cl)cc2Cl)c[nH]1
    -5	0.7	5	30	-6	-0.2	3	-8	0.2
[23] COC(=O)C1C(=O)c2c([nH]c(C(=O)OCCOC(C)C)c2C)CC1C (configuration not stated)
    -34	1.1	-9[5 µM]	-11	-4	0.4	5	-2	0.6
[24] CC(=O)N1CCC(=NNc2ccc(S(N)(=O)=O)cc2[N+](=O)[O-])CC1
    -10	0.5	18	7	7	-0.2	-4	-6	-0.3
[25] COC(=O)c1cn(NC(=O)C2CCCCC2)c(=O)c2ccccc12
    -8	0.1	24	32	-14	0.7	2	-5	-0.3
[26] O=C(CN1CCCCCC1)OCCN=C1NS(=O)(=O)c2ccccc21
    -2	-0.4	2	-11	0	0.4	3	-12	0.4
[27] Cc1ccc(NC(=O)CN2c3cccc4cccc(c34)S2(=O)=O)cc1S(=O)(=O)N1CCOCC1
    -3	0.5	23	51	-41	1.0	3	4	-1.4
[28] Cc1ccc2c(c1)C1(SCCS1)C(=O)N2
    -6	0.3	30	24	-20	-6.4	2	-2	0.2
[29] OCC(O)CNC(=S)NC1CCCCC1 (configuration not stated)
    -5	1.0	8	-16	-4	0.8	2	-7	1.5
[30] CCC(C)C(=O)Nc1nnc(-c2cccs2)s1 (configuration not stated)
    -10	-0.1	18	-5	-8	3.5	-4	2	-1.4
[31] Cn1c(=O)oc2cc(S(=O)(=O)Nc3ccccc3)ccc21
    2	0.6	11	7	6	1.8	2	4	2.1
[32] CC(=O)c1sc(NS(=O)(=O)c2ccc(C)cc2)nc1C
    7	0.6	/	-7	-4	0.4	1	2	1.6
[33] COc1ccccc1Nc1cc(C(=O)N2CCc3ccccc3C2)c2ccccc2n1
    11	-0.1	4	25	-14	0.7	-2	-4	0.2
[34] CCCCc1nc(N2CCOCC2)c(C#N)c2c1CCCC2
    -5	0.2	-12	62	-5	-1.0	-3	-10	-0.7
[35] Cc1cc(C)c(NC(=O)C(C)OC(=O)c2cc(Br)c(Br)s2)c(C)c1 (configuration not stated)
    -13	0.2	24	52	-13	0.4	-2	-11	0.3
[36] CN(C)/C=C1\N=C(c2ccc3c(c2)OCO3)OC1=O
    -9	1.7	9	5	13	0.2	-1	/	-0.1
[37] O=C(Cc1cccs1)Nc1nnc(SCC(=O)NC2CCCCC2)s1
    -18	0.9	-1	11	-46	0.2	-2	-9	0.5
[38] O=C(/C=C/c1ccccc1)c1ccc2c(c1)OCCCCO2
    -7	1.9	7	-57	-11	-5.9	4	-34	-1.9
[39] CCCn1c(=O)c(C(=O)NCc2ccncc2)c(O)c2ccccc21
    -18	0.0	28	-6	-21	2.3	2	-6	0.4
[40] CN(C)S(=O)(=O)c1ccc(S(=O)(=O)NC2CCOC(C)(C)C2)cc1 (configuration not stated)
    -20	-0.2	20	-3	-2	0.6	5	6	0.0
[41] O=C(CN(CCO)c1ccccc1)Nc1ccc(Cl)c(S(=O)(=O)N2CCOCC2)c1
    5	1.1	2	6	-14	2.1	-1	-14	1.6
[42] COc1ccc(Cc2nnc(SCC(=O)NCCc3ccccc3)o2)cc1
    -4	0.9	12	-3	1	0.8	1	-8	-0.2
[43] Cc1ccc(-c2nnn(CC(=O)N(c3ccccc3F)C(C(=O)NC3CCCC3)c3ccco3)n2)o1 (configuration not stated)
    -12	-0.8	2	31	-15	-3.1	4	-2	-2.2
[44] CCn1cnc2cc(NCc3ccc(C)cc3)ccc21
    -7	0.2	4	8	-12	0.5	18	-10	-0.7
[45] CC(=O)Nc1cc(C)c(S(C)(=O)=O)c(C)c1
    -6	0.6	14	0	3	4.1	2	-4	2.0
[46] CCCn1c(SCC(=O)Nc2nc(C)c(C(=O)OC)s2)nnc1C(C)C
    -8	-0.5	12	-29	-5	1.2	-2	-14	1.9
[47] Cc1cc(C(=O)NCc2ccccc2Cl)n(-c2ccccc2)n1
    -4	0.1	11	9	0	0.8	3	0	-2.0
[48] CCOc1ccccc1Oc1c(C)oc2cc(OC(=O)c3ccco3)ccc2c1=O
    -21	0.0	4	43	-1	-3.2	-1	-11	0.9
[49] Cc1cc(Cl)ccc1NC(=S)NCCCN1CCCC1=O
    -16	0.7	23	-9	-15	-1.2	1	-4	0.6
[50] C1=C(CCNCC2CC2)CCCC1
    -9	1.1	9	11	-11	0.1	-3	8	-0.3
[51] Cc1n[nH]c(C)c1S(=O)(=O)N1CCC(C(=O)O)CC1
    -5	0.3	6	6	-8	-0.1	-4	2	1.4
[52] COc1ccc(S(=O)(=O)N/N=C(/C)c2cccc(NC(=O)c3ccccc3Cl)c2)cc1
    -11	0.3	0	21	0	-0.1	1	-6	0.0
[53] O=C(NC(=S)N1CCc2ccccc21)c1ccc(Br)o1
    -5	0.8	8	-47	-11	-0.7	10	-12	-0.1
[54] COc1ccc2ccccc2c1CN1CCN(C(=O)c2ccccc2)CC1
    -2	-1.1	18	31	2	0.4	2	-15	-1.7
[55] Cn1c(C(=O)OC(C(=O)NC2CCCCC2)c2ccccn2)cc2sccc21 (configuration not stated)
    3	0.7	0	34	-7	1.4	5	-18	1.6
[56] COc1ccccc1C(=O)Oc1ccc2c(c1)O/C(=C\c1ccncc1)C2=O
    33	4.5	8	52	-4	-2.3	-216	2	5.1
[57] O=C(CCCc1nc2ccccc2s1)NC1CCOC1=O (configuration not stated)
    7	0.9	2	-14	0	0.3	-4	-17	2.6
[58] O=C(NC1CC1)c1cc(=O)c2ccccc2o1
    -5	-0.3	-4	15	-18	-0.6	4	-1	0.2

Bioassay records as filed in PubChem.
